Compound activity as filed in PubChem.
M5 antag = antagonists of human muscarinic M5 receptor (CHRM5); P08912; 360,000 tested, 0.59% active; AID 624040; CHO-hM5 cells, Fluo-8 calcium fluorescence, ACh EC80; inhibition, % at 3 µM;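 active means inhibition above a per-plate cutoff, the mean of that plate's test compounds plus 3 SD, cut at about 27% in these data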;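 further: 0% = acetylcholine EC80 with DMSO and 100% = DMSO without agonist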
CHRM4 PAM = potentiates acetylcholine response at human M4 receptor. CHO-K1 hM4/Gqi5, Fluo-8 calcium fluorescence, ACh EC20; 0% = ACh EC20, 100% = maximal ACh. activation, % at 3 µM. 360,000 tested, 0.4% active. AID 624126;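 active means activation above its plate's cutoff, the mean activation of sample wells plus 3 SD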; further: some results filed as inactive read as strong as hits
Target sequence (P08173 whole entry, looked up): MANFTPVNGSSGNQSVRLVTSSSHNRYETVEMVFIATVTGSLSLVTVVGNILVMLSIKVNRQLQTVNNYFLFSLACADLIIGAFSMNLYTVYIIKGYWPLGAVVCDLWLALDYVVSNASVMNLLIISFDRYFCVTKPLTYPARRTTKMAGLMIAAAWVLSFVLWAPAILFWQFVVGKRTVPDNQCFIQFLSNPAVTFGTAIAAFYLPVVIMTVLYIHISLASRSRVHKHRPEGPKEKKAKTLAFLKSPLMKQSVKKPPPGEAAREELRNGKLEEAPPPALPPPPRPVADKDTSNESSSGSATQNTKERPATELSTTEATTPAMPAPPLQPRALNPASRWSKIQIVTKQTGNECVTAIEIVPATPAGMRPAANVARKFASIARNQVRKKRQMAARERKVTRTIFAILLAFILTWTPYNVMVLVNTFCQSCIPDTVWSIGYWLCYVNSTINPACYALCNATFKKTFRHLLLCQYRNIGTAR
TAAR1 antag = human TAAR1 antagonism | 360,000 tested, 1.5% active | inhibition, % at 3 µM | CHO RD-HGA16 TAAR1, Fluo-8 calcium fluorescence, antagonist | Q96RJ0;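 active means inhibition above a per-plate cutoff, the mean inhibition of test compounds on that plate plus 3 SD, cut at about 49% in these data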;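 further: 0% = DMSO plus EC80 beta-PEA response and 100% = DMSO alone without agonist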
Target sequence (Q96RJ0 whole entry, looked up): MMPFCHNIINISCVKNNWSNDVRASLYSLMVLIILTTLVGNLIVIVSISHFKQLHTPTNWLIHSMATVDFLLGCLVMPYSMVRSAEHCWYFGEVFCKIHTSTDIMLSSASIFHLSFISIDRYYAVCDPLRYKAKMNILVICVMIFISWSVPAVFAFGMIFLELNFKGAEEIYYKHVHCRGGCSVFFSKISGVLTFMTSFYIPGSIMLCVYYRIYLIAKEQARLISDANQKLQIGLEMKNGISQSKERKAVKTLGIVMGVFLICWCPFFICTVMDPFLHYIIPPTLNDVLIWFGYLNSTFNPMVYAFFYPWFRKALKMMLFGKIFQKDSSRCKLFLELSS
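Test system – hTAAR1-expressing CHO RD-HGA16 cells, Gα16-coupled · Also added – β-PEA at EC80 concentration, post-compound challenge · Compound – 3 µM, single point · Incubation – dye loading 75 min at 37 °C, then 30 min room temperature · Measured by – Fluo-8 intracellular calcium dye fluorescence, real-time kinetic reads · Benchmarks – vehicle and agonist controls · Replicates – singlicate, one well per test compound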
M1 PAM parental = nonselective activator or artifact in parental CHO-K1 calcium assay; ATP EC20, Fluo-8 calcium fluorescence; 0% at ATP EC20, 100% at ATP max; activation, % at 3 µM; 360,000 tested, 0.02% active;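 active means activation above the run cutoff, the mean activation of all test compounds plus 3 SD, cut at about 40% in these data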;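 further: peak over basal fluorescence ratio in a 140 s read after ATP addition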
CRFR2-BP ag = CRF-BP/CRF-R2 complex agonism; HEK293 CRF-R2/CRF-BP, calcium dye fluorescence (FLIPR); percent of saturating CRF peptide response; activation, % at 13.2 µM; 350,000 tested, 0.46% active;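 active means activation of at least 50%, plus an integration ratio under a set limit after plate pattern correction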;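 further: plate controls were neutral control wells without compound for no effect and CRF at EC100 for full effect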
CHRM5 PAM = potentiates acetylcholine response at human M5 receptor; CHO-K1 hM5, Fluo-8 calcium, ACh EC20 PAM; 0% = ACh EC20, 100% = ACh EC100; 360,000 tested, 0.3% active; activation, % at 3 µM; P08912;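 active means activation above the run cutoff, the mean activation of all test compounds plus 3 SD, cut at about 18% in these data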
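system = human M5 receptor in CHO-K1 cells | reagent = EC20 acetylcholine as agonist stimulus | compound dosing = single-point, 3 µM nominal | incubation = Fluo-8 loading 80 min at 37 °C plus 30 min room temperature | detection = Fluo-8 calcium dye fluorescence, kinetic read | benchmarks = low control EC20 acetylcholine (0%), high control EC100 acetylcholine (100%)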
TAAR1 ag = human TAAR1 agonism; 360,000 tested, 0.99% active; activation, % at 3 µM; CHO RD-HGA16 TAAR1, Fluo-8 calcium fluorescence; vehicle wells 0%, saturating PEA agonist 100%;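 active means activation above the mean activation of all test compounds in the run plus 3 SD, cut at about 38% in these data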
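Assay system: CHO-derived RD-HGA16 cells with stable Gα16 and human TAAR1; timing: 17-24 h seeding, 75 min 37 °C dye, 30 min RT; read-out: % activation from peak over basal fluorescence ratio, DMSO-to-PEA scaled; measured by: kinetic Fluo-8 calcium fluorescence; benchmarks: low control DMSO, high control PEA (EC100); doses: 3 µM single concentration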
CRFBP-R2 block = CRF-BP/CRF-R2 complex antagonism. HEK293 CRF-R2/CRF-BP, CRF-induced calcium fluorescence. inhibition, % at 11.8 µM. 350,000 tested, 0.59% active. AID 588475;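 active means inhibition of the ligand-induced calcium signal above about 50% at the single tested concentration, limit read from the data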
CHRM5 agonist = CHRM5 agonism in calcium assay | activation, % at 3 µM | P08912 | CHO-K1 hM5 cells, Fluo-8 calcium fluorescence; 0% DMSO wells, 100% maximal acetylcholine response | 360,000 tested, 0.19% active;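 active means activation above the run's mean over test compounds plus 3 SD, cut at about 23% in these data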;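 further: signal is peak over basal fluorescence ratio across the kinetic read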
An asterisk follows results filed as active; x = not tested or not shown.

Screens in order: M5 antag, CHRM4 PAM, TAAR1 antag, M1 PAM parental, CRFR2-BP ag, CHRM5 PAM, TAAR1 ag, CRFBP-R2 block, CHRM5 agonist
1: COC(C[C@@H]1O[C@@H]1C(=O)[C@@H](C)OCc1ccccc1)OC
  14, 1, 7, 8, -1.3, 0, 2, 17, 0
2: CSc1nc2nc(C)c(CCC(=O)OCC(=O)Nc3ccc(F)cc3)c(C)n2n1
  2, -5, -8, -6, -1.1, 2, -1, 19, 0
3: CC(C)CC(=O)Nc1ccnc(-c2ccncc2)n1
  -6, 4, 3, 26, -1.0, 2, 1, -11, 4
4: O=C(O)c1cccc(N/N=C/c2cn(-c3ccccc3)nc2-c2cccs2)c1
  2, 14, 2, 12, -0.1, 0, 0, 8, 1
5: O=C(CSc1nnnn1C1CCCC1)NCCc1ccccc1
  -1, 16, 55*, 9, -2.0, 11, 27, -11, 0
6: COc1ccc(Cc2nnc(NC(=O)C3CCCO3)s2)cc1OC (stereo not given)
  -4, 0, -9, 18, 0.9, 4, 0, -8, -4
7: COc1ccc(C(=O)NCC2CCCO2)cc1 (stereo not given)
  3, 4, -20, -10, -1.5, -2, 2, 1, -1
8: CN1CCN(c2ccc(S(=O)(=O)N3CCOCC3)cc2NC(=O)CCc2ccccc2)CC1
  3, -9, -4, -13, 0.5, 2, 1, -6, 3
9: Cc1ccc(NC(=O)C(C)N2C(=O)c3ccccc3C2=O)nc1 (stereo not given)
  5, 18, 2, -5, -0.2, -3, 5, -9, -2
10: CCN(C(=O)c1ccc(C(C)(C)C)cc1)c1nnc(Cn2nnc3ccccc32)s1
  33*, -10, 42, -7, -1.1, -24, 9, 9, 1
11: COc1ccc(N(CC(=O)NN=C2CCN(C)CC2)S(=O)(=O)c2ccccc2)c(OC)c1
  13, -8, -3, 10, -0.7, -3, 2, -2, -5
12: C=CCn1cc(C(=O)NCCCN(CC)CC)c(=O)c2cc(S(=O)(=O)N3CCC(C)CC3)ccc21
  -13, -8, -12, 2, -0.6, 16, -1, 1, -9
13: CCCc1nn(-c2cc(Cl)ccc2OC)c2c1C(=O)CC(C)(C)C2
  -1, -2, 43, 10, -0.7, 1, 3, 11, -5
14: O=C1Nc2cc(C(=O)N3CCN(c4ccccn4)CC3)ccc2S/C1=C\c1ccccc1
  18, 0, 37, 2, 1.6, -8, 0, -11, 0
15: C=C(C)CN1C(=O)C(=O)N(CC(=C)C)C1=O
  x, x, 1, x, -0.8, x, 2, 0, x
16: O=C1ON=C(c2ccccc2)/C1=C/c1ccc(-c2ccccc2[N+](=O)[O-])o1
  -6, 11, 57*, 8, 35, -1, 20, -17, -3
17: COc1ccc(C(=O)NNC(=O)c2cc3cc([N+](=O)[O-])ccc3oc2=O)cc1OC
  0, 3, 6, 13, -0.6, 0, 0, 13, 0
18: COc1ccccc1C(=O)NCCC(=O)Nc1ccc(OC(F)(F)F)cc1
  2, 13, -12, -2, -2.4, 3, -3, -1, -3
19: Cc1ccc(C)c(N2CCN(C(=O)CN3C(=O)c4ccccc4C3=O)CC2)c1
  18, -16, 14, -5, -4.9, -13, 9, 1, 0
20: CN(C)/C=C/C(=O)c1ccc(Br)cc1
  -3, -2, -6, 8, -2.7, 6, 6, 18, 1
21: O=C(Nc1c(-c2ccc(Cl)cc2)[nH][nH]c1=O)c1ccc(Br)cc1
  0, 4, 15, 14, x, 3, 3, x, -2
22: O=C(Nc1ccnn1C1CCN(C2CCOCC2)CC1)c1cccc(F)c1
  17, 0, -9, 13, 0.3, -6, 1, 4, -5
23: O=C(N/C(=C/c1ccco1)C(=O)N1CCCCCC1)c1ccccc1
  3, 4, 7, 8, -0.6, 1, -5, 3, 0
24: COc1nc(-c2ccccc2)ccc1-c1noc(-c2cccnc2)n1
  3, 5, 9, 23, 5.7, 0, 10, 5, -4
25: O=C(CS(=O)CC(=O)N(CC(=O)NC1CCCC1)C1CCCC1)Nc1ccc(F)cc1 (stereo not given)
  -6, 7, 12, -5, -0.9, -1, 13, -3, -1
26: COc1cccc(-c2nc(CS(=O)CC(=O)NCCc3ccc(C)cc3)c(C)o2)c1 (stereo not given)
  5, 3, -18, -2, -0.9, 1, -1, -10, -4
27: CCOC(=O)c1snc(-c2ccc(F)cc2)c1N
  -8, 10, -16, 22, -4.1, 6, 5, 12, -5
28: Cc1nc(CCNS(=O)(=O)c2cccs2)cs1
  0, 0, 10, -5, 0.6, 2, 8, 6, 0
29: Cc1ccc(S(=O)(=O)NNC2CC(=O)N(c3ccc(Br)cc3)C2=O)cc1 (stereo not given)
  -2, 1, 13, 19, -1.8, 5, 3, 15, 3
30: CCOC(=O)c1cnc2ccc(C)cc2c1Sc1ccc(F)cc1
  -1, 3, 44, 8, 0.8, 4, 16, -10, -5
31: CC(/C=C/c1ccccc1)=N\NC(=O)CCc1ccccc1
  -3, -4, -14, 27, 0.2, -3, 5, -19, -5
32: COc1cccc(Cn2c(NCC(C)C)nc3c2c(=O)n(C)c(=O)n3C)c1
  2, 2, 12, 1, -4.8, 0, 14, -28, -2
33: CN(C)S(=O)(=O)c1cccc(NC(=O)CN2C(=O)NC(Cc3c[nH]c4ccccc34)C2=O)c1 (stereo not given)
  -6, -6, -5, -7, 16, 5, 4, -30, 7
34: COC(=O)c1ccc(OCc2cc(=O)n3ccsc3n2)cc1
  -5, 8, 4, 11, 1.0, 3, 0, -5, 2
35: CCCc1nnc(NC(=O)CCC(=O)NCc2ccccc2Cl)s1
  -9, 11, -20, 2, 0.3, 1, 1, -5, -1
36: Cc1ccc(S(=O)(=O)Nc2nc(C)cc(N/N=C/c3ccc(O)cc3)n2)cc1
  6, -2, -3, -6, -0.6, -2, 5, 11, 0
37: O=S(=O)(Nc1ccncc1Cl)c1cccc(Cl)c1Cl
  2, -8, -20, 19, -0.8, -3, 2, 0, -2
38: NC(=O)c1cccc(S(=O)(=O)N2CCCCC2)c1
  1, 25, 13, 20, -1.6, 1, 1, 1, 3
39: COc1ccc(OCC(=O)Nc2cccc3ncccc23)cc1
  -4, -2, -3, -7, 0.2, -3, 6, 9, -1
40: N#Cc1ccccc1OCC(=O)Nc1ccc2c(c1)OCCO2
  -9, 2, 20, -11, 2.1, -4, 2, -20, -2

7 entries from above, reformatted:
# | Structure | M5 antag | CHRM4 PAM | TAAR1 antag | M1 PAM parental | CRFR2-BP ag | CHRM5 PAM | TAAR1 ag | CRFBP-R2 block | CHRM5 agonist
26 | COc1cccc(-c2nc(CS(=O)CC(=O)NCCc3ccc(C)cc3)c(C)o2)c1 (stereo not given) | 5 | 3 | -18 | -2 | -0.9 | 1 | -1 | -10 | -4
25 | O=C(CS(=O)CC(=O)N(CC(=O)NC1CCCC1)C1CCCC1)Nc1ccc(F)cc1 (stereo not given) | -6 | 7 | 12 | -5 | -0.9 | -1 | 13 | -3 | -1
24 | COc1nc(-c2ccccc2)ccc1-c1noc(-c2cccnc2)n1 | 3 | 5 | 9 | 23 | 5.7 | 0 | 10 | 5 | -4
32 | COc1cccc(Cn2c(NCC(C)C)nc3c2c(=O)n(C)c(=O)n3C)c1 | 2 | 2 | 12 | 1 | -4.8 | 0 | 14 | -28 | -2
37 | O=S(=O)(Nc1ccncc1Cl)c1cccc(Cl)c1Cl | 2 | -8 | -20 | 19 | -0.8 | -3 | 2 | 0 | -2
35 | CCCc1nnc(NC(=O)CCC(=O)NCc2ccccc2Cl)s1 | -9 | 11 | -20 | 2 | 0.3 | 1 | 1 | -5 | -1
36 | Cc1ccc(S(=O)(=O)Nc2nc(C)cc(N/N=C/c3ccc(O)cc3)n2)cc1 | 6 | -2 | -3 | -6 | -0.6 | -2 | 5 | 11 | 0

Continuation:
Screens in order: M5 antag, CHRM4 PAM, TAAR1 antag, M1 PAM parental, CRFR2-BP ag, CHRM5 PAM, TAAR1 ag, CRFBP-R2 block, CHRM5 agonist
41: CC(C)C(=O)NCCc1nc(-c2ccccc2)no1
  9, 1, 5, -8, -2.0, 5, 2, 4, -1
42: O=C1NCCCc2c1oc1ccc(O)cc21
  2, 14, -10, 16, -0.1, 3, 13, 13, -2
43: CC(=O)c1cccc(NC(=S)N2CCCC2)c1
  2, 5, -21, -11, -1.7, 4, 8, -5, -4
44: COc1ccc(NC(=O)C2CCCN2C(=O)NCc2ccccc2)cc1OC (stereo not given)
  0, -5, -2, 12, 0.2, -6, 17, -4, 1
45: CN(/C=C/C(=C\C=[N+](C)c1ccccc1)OCCCS(=O)(=O)[O-])c1ccccc1
  8, -13, -11, -10, 2.5, -11, 0, -3, 7
46: O=C(COc1ccccc1)Nc1ccc(S(=O)(=O)Nc2ccccn2)cc1
  12, -2, 0, 6, -0.3, 3, 5, -5, -2
47: COc1ccc(C(=O)C2CC2)cc1
  9, 2, -18, 8, -4.7, 6, 1, -8, 3
48: Cc1ccccc1NCC(=O)Nc1cc(S(=O)(=O)N2CCCCC2)ccc1C
  1, -5, -8, 1, 0.0, -1, 1, 5, 1
49: O=C1OC(c2ccc(F)cc2)=N/C1=C\C=C/c1ccccc1
  -1, -5, -13, 2, -0.3, 4, 4, 15, -1
50: CCOCCn1c(SCc2ccc(C)cc2)nc2c1c(=O)[nH]c(=O)n2C
  -2, -9, 3, 25, -3.8, 3, -2, -23, 3
51: CCOC(=O)c1cc(NC(=O)c2cc(C)on2)cc(C(=O)OCC)c1
  -6, 9, 26, 19, 2.0, -1, 44*, -3, 1
52: O=C(Nc1ccc(N2CCCC2)c(Cl)c1)c1ccc(Br)o1
  0, -18, 29, 20, 0.1, -2, 3, -21, -3
53: CC(Oc1cccc(Br)c1)C(=O)NNC(=O)CCNC(=O)c1ccccc1Cl (stereo not given)
  -2, 7, 10, 11, -1.1, 9, 8, 7, 4
54: O=C(COc1ccc([N+](=O)[O-])cc1)Nc1ccc(C(=O)Nc2ccccc2C(=O)O)cc1
  12, 0, -10, -6, 0.5, -8, 1, 36, -1
55: Cn1c(NC(=O)/C=C/c2ccc(Cl)c(Cl)c2)cc(=O)n(C)c1=O
  1, 0, -13, 15, -0.4, 0, 11, 13, -3
56: COC(=O)N/N=C/c1cn(CC(C)COc2ccccc2)c2ccccc12 (stereo not given)
  5, -6, 37, 22, 3.1, -8, 10, -49, 1
57: NCc1csc(Nc2ncccn2)n1
  4, -1, -12, 5, x, 0, 4, x, 1
58: Cc1cc(C)c(NC(=O)CN(C)CC(=O)Nc2cccc(S(=O)(=O)N(C)c3ccccc3)c2)c(C)c1
  22, -13, 89*, -1, 0.6, -48, 44*, 2, 4
